# From PubChem
# GPR55 activation = selective activators of receptor GPR55 – imaging, U2OS cells, beta-arrestin-GFP redistribution, primary screen (AID 1961); 290,000 tested, 0.048% active; U2OS GPR55 beta-arrestin-GFP redistribution imaging; higher % means a stronger effect; one-dose activation, % at 10 µM; EC50 in µM for titrated hits;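 active = activation above 40% with more than 50 cells counted in the well; inconclusive = wells holding fewer than 50 cells, flagged as toxic or sparse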;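 also: U2OS osteosarcoma cells stably expressing GPR55 and beta-arrestin-GFP; plate controls were DMSO negative control for no effect and LPI positive control for full effect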
# NTR1 agonist = agonists of NTR1, primary screen, imaging, U2OS cells, beta-arrestin-GFP, high content (AID 493036) | activation, % at 20 µM | 330,000 tested, 0.17% active | NTR1-U2OS beta-arrestin-GFP spot imaging, agonist mode;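 active = activation at or above 40% of the spot to cytoplasm intensity ratio, with at least 20 cells analyzed; inconclusive = wells under 20 cells, flagged as cytotoxic or low count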;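 also: 0% = DMSO without peptide and 100% = 100 nM NTR1 peptide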
# Target sequence (P30989 whole entry, looked up): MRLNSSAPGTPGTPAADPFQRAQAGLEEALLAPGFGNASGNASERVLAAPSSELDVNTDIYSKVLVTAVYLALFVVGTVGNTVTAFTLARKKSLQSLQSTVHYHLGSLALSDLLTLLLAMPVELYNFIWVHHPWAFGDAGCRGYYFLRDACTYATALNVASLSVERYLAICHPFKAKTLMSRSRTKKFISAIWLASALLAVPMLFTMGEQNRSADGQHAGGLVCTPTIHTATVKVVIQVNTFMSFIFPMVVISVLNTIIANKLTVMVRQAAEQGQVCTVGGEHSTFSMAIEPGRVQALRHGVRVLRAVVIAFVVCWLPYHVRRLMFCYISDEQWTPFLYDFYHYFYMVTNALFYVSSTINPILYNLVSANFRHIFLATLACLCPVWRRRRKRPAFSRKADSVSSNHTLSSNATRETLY
# KOR beta-arrestin-1 = kappa opioid receptor activators – cell-based, luminescence, uHTS, primary screen (AID 1777); one-dose activation, % at 10 µM; EC50 in µM for titrated hits; KOR beta-arrestin recruitment, luminescence; higher % means a stronger effect; 280,000 tested, 0.02% active; in the data active = activation above about 50%, passing the limit was not always enough; also: a part of the inactive calls stands beside numbers as strong as those of hits
# MgcRacGAP inhibition = MgcRacGAP GTPase-activating activity inhibitors, confirmation, biochemical, ADP Hunter fluorescence. MgcRacGAP-stimulated Rac1 GTP hydrolysis, ADP Hunter fluorescence; higher % means a stronger effect; GST-tagged Rac1 F28L mutant substrate. 340,000 tested, 0.6% active. inhibition, % at 30 µM, or IC50 in µM where a hit was titrated;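 active = first-screen hits whose inhibition reached a set limit at any dose in the follow-up dose series; inconclusive = inhibition above the set first-screen limit but never retested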;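 also: fluorescence reports GDP produced by GAP-driven GTP hydrolysis; strong numbers were not always called active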
# UTI89 phage lysis = inhibition of K1F phage lysis, E. coli UTI89, bacterial capsule biogenesis inhibitors, alamar blue (AID 488966) | E. coli UTI89 K1F phage lysis, alamar blue, 2 h; higher % means a stronger effect | inhibition, % at 100 µM; hits with a dose series show IC50 in µM | 340,000 tested, 0.02% active;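 active = phage lysis inhibition, versus mean bacterial control, above a set limit; inconclusive = no clear call, values can overlap the other calls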;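 also: capsule biogenesis inhibitors block K1F phage lysis so surviving cells raise fluorescence; higher fluorescence means more inhibition of phage lysis; actives were called in the ten point dose series up to 300 µM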
# KOR beta-arrestin-2 = KOR antagonists, beta-arrestin recruitment, cell-based, luminescence, uHTS (AID 1778) | KOR beta-arrestin recruitment, luminescence, antagonist mode; higher % means a stronger effect | one-dose inhibition, % at 10 µM; IC50 in µM for titrated hits | 290,000 tested, 0.091% active; in the data active = inhibition above about 50%; also: strong numbers were not always called active
# GPR55 LPI antagonism = inhibition of LPI-stimulated GPR55 beta-arrestin translocation – imaging, U2OS, beta-arrestin-GFP, LPI agonist, primary screen (AID 2013) | U2OS GPR55 beta-arrestin-GFP translocation imaging, LPI antagonism; higher % means a stronger effect | one-dose inhibition, % at 10 µM; IC50 in µM for titrated hits | 290,000 tested, 0.13% active;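 active = spots per cell inhibited over 60%, with over 100 cells counted and total cytoplasm intensity under 500,000; inconclusive = wells with under 100 cells, flagged as likely toxic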;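 also: U2OS cells stably carrying GPR55 and arrestin-GFP stimulated by 5 µM LPI near EC80; imaged beta-arrestin-GFP aggregate spots per cell after agonist stimulation; plate controls were LPI-stimulated DMSO wells for no effect and DMSO wells without LPI for full effect; some results filed as inactive read as strong as hits; confirmed hits need IC50 under 10 µM and bright autofluorescent wells are also inconclusive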
# GPR35 antagonists = inhibition of zaprinast-stimulated GPR35 beta-arrestin translocation – imaging, U2OS, beta-arrestin-GFP, zaprinast agonist, primary screen (AID 2058); one-dose inhibition, % at 10 µM; IC50 in µM for titrated hits; 290,000 tested, 0.052% active; U2OS GPR35 beta-arrestin-GFP translocation imaging, zaprinast antagonism; higher % means a stronger effect;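 active = inhibition of at least 50% with at least 30 cells and total cytoplasm GFP at most 10,000,000; inconclusive = under 30 cells or total GFP of 10,000,000 plus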
# NOD1 inhibition = NOD1 signaling inhibitors, primary screen, cell-based, luminescence, uHTS (AID 1578); one-dose inhibition, % at 4 µM; EC50 in µM for titrated hits; NOD1-driven NF-kB luciferase reporter cells, luminescence; higher % means a stronger effect; 290,000 tested, 1% active; in the data active = inhibition mostly above about 36%, no sharp cut-off; inactive = mostly below about 34%;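 also: HEK-293T reporter cells stimulated with the NOD1 agonist gamma-tri-DAP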
# NTR1 agonist cell count 20 µM = second read-out of NTR1 agonist, no call of its own (marks repeat the call); cell count; measured here: cell count, cytotoxicity flag
# Active calls of the source: *; ? = inconclusive; · = no result given; [ ] = remark or other dose. Some of the compounds tested, so the mix of outcomes need not match the whole.
Molecule	GPR55 activation	NTR1 agonist	NTR1 agonist cell count 20 µM	KOR beta-arrestin-1	MgcRacGAP inhibition	UTI89 phage lysis	KOR beta-arrestin-2	GPR55 LPI antagonism	GPR35 antagonists	NOD1 inhibition
CC(NC(=O)C(=O)NCc1cccs1)c1ccccc1 (stereo not drawn)	0.0%	0.3	49	-1.3%	7%	0.0%	-28%	9%	-6%	3%
Cc1ccc(N(CN2C(=O)c3ccccc3C2=O)C(=O)c2ccc([N+](=O)[O-])cc2[N+](=O)[O-])cc1	-0.1%	0.3	83	1.2%	10%	0.2%	8%	0%	-5%	-18%
N#Cc1ccc(CSc2nnc(NC(=O)CN3C(=O)C4CC=CCC4C3=O)s2)cc1 (stereo not drawn)	-0.1%	0.6	53	7.3%	4%	15%	-4%	-11%	2%	1%
COCCNC(=O)COc1ncnc2scc(-c3ccc(F)cc3)c12	-0.2%	1.0	40	-3.3%	3%	-0.3%	17%	4%	0%	-10%
CCOC(=O)N/N=C/c1ccccc1F	0.9%	0.3	79	0.7%	6%	1.3%	10%	7%	4%	-11%
CCOc1ccc(-n2c(-c3ccco3)n[nH]c2=S)cc1	-0.3%	-0.3	59	-1.3%	16%	0.2%	8%	5%	22%	14%
COc1ccc(NC(=O)C(C)NS(=O)(=O)c2ccccc2)cc1Cl (stereo not drawn)	-0.1%	-0.1	40	-3.1%	14%	0.1%	27%	-6%	6%	-12%
CC(=O)C1C(c2ccccc2OC(F)F)NC(=O)NC1(O)C(F)(F)F (stereo not drawn)	0.0%	7.3	42	-3.8%	6%	1.4%[50 µM]	14%	3%	-10%	15%
CCOC(=O)C1CCN(C(=O)c2ccccc2N(C)S(C)(=O)=O)CC1	0.6%	-0.3	68	8.7%	7%	0.3%	-10%	6%	5%	-16%
Clc1ccc(CN2C3=NCCCN3c3ccccc32)c(Cl)c1	-0.1%	-0.1	86	-0.9%	7%	-0.1%	-20%	6%	-4%	-4%
CC(=O)c1cn(CCOc2ccc(F)cc2)c2ccccc12	-0.3%	1.4	69	-0.4%	5%	1.2%	-11%[20 µM]	-1%	-10%	23%
CCC(CC)c1nnc(NC(=O)C2CC(=O)N(c3ccc4c(c3)OCCO4)C2)s1 (stereo not drawn)	-0.3%	-1.8	78	-2.0%	-2%	-0.3%	-22%	-1%	22%	22%
Cc1ccc(Nc2nc(-c3c(C)nc4ccccn34)cs2)cc1	0.1%	11	76	5.5%	6%	11%	-127%	3%	-3%	59%
Clc1cnc(N/N=C/c2ccco2)c(Cl)c1	-0.1%	2.7	61	11%	8%	2.9%	-9%	-12%	9%	11%
COCc1cc(C)nc(Nc2ccccc2OC)c1C#N	0.0%	0.0	74	0.7%	15%	1.7%	-27%[20 µM]	-3%	14%	-12%
CCc1nnc(NC(=O)c2sc3nc4c(cc3c2N)CCCCC4)s1	-0.3%	7.1	43	-3.0%	-2%	-1.7%	17%	2%	11%	-35%
C[C@H](NC(=O)c1nc[nH]c1C(=O)N[C@@H](C)c1ccccc1)C(=O)OC(C)(C)C	-0.2%	-0.1	48	2.1%	12%	0.5%	-10%	-5%	-14%	9%
COC(=O)c1ccc(OCCn2cnc3ccccc3c2=O)cc1	-0.1%	-1.4	71	-7.3%	-3%	1.5%	-11%	-13%	3%	-55%
COc1cc(C(=O)Oc2ccccc2/C=N/NC(=O)c2ccc(Cl)cc2Cl)cc(OC)c1OC	-0.3%	6.3	37	-3.5%	19%	1.1%	50%	3%	4%	7%
CCC(C(=O)NC1CC1)n1nc(C)c2c(C)n(-c3ccccc3)nc2c1=O (stereo not drawn)	0.0%	1.2	55	-4.1%	5%	0.1%	-18%	10%	-12%	-6%
Cc1ccc(-c2ncccc2OC(=O)C23CC4CC(CC(C4)C2)C3)cc1	0.0%	5.7	46	5.9%	1%	-4.3%	-18%	·	7%	4%
CN1CCN(c2ccccc2NC(=O)c2cccc(OCc3ccccc3)c2)CC1	-0.1%	2.4	35	-1.7%	6%	9.0%	-31%	19%	5%	-18%
COc1ccccc1COc1ccc2c(C)c(CC(=O)O)c(=O)oc2c1C	0.3%	-0.3	52	4.3%	0%	-0.1%	-37%	-5%	-5%	3%
CCOCCCNCc1cccc(OC)c1	-0.2%	1.5	78	-0.8%	?	0.1%	-13%	8%	-1%	-14%
CC(=O)Nc1ccc2nc(NC(=O)CN3CCOCC3)sc2c1	-0.2%	0.2	49	0.1%	-4%	0.0%	-32%	4%	-2%	3%
O=C(CCCSc1ccccc1)Nc1cccc(CO)c1	0.7%	0.2	40	0.1%	5%	0.1%	-15%	-4%	2%	-47%
CC(NC(=O)c1cc(S(=O)(=O)N(C)C)ccc1Cl)c1ccc(-n2ccnc2)cc1 (stereo not drawn)	-0.2%	-0.4	61	-3.7%	3%	0.0%	32%	19%	-13%	-16%
Cn1c(=O)c2c(nc(NCc3ccc4c(c3)OCO4)n2Cc2ccccc2F)n(C)c1=O	-0.1%	0.8	48	3.3%	0%	-0.1%	-1%	25%	9%	-3%
N#CCCN1CCN(S(=O)(=O)c2ccc(S(=O)(=O)N3CCCCCC3)cc2)CC1	-0.3%	5.5	51	-5.4%	2%	7.2%	2%	8%	0%	-6%
CC(C)(C)C(=O)Nc1cc(S(=O)(=O)N2CCCCC2)ccc1N1CCCCC1	1.0%	4.1	37	-4.8%	6%	2.4%	-6%	-2%	-10%	-44%
O=C(NCCN1CCOCC1)c1ccc(F)cc1	0.0%	-1.1	30	1.0%	6%	0.2%	12%	-7%	3%	-25%
CC(=O)c1[nH]c(C)c(C(=O)N2CCCC(Nc3ccc(C(C)C)cc3)C2)c1C (stereo not drawn)	0.0%	0.7	59	-3.9%	1%	0.9%[50 µM]	-27%	-7%	-5%	0%
O=C(CCN1CCN(c2ccccc2F)CC1)Nc1ccccc1F	-0.1%	0.1	81	9.0%	5%	0.4%	-25%	8%	7%	-22%
Cc1nc2ccn(Cc3ccccc3)c(=O)c2cc1C(=O)N1CCN(c2ccccc2)CC1	-0.1%	0.6	62	4.2%	-10%	0.1%	-25%	0%	5%	0%
COc1ccc(C2C(C#N)=C(N)N(c3sc4c(c3C#N)CCCC4)C3=C2C(=O)CC(C)(C)C3)cc1 (stereo not drawn)	-0.1%	6.7	89	-5.0%	7%	1.1%	-48%	-8%	4%	31%
OCCNCCCCSc1ccc(Cl)cc1	0.2%	0.8	99	-9.2%	22%	0.1%	-13%[20 µM]	1%	-2%	-12%
COc1cc(NC(=O)Nn2cnnc2)cc(OC)c1OC	-0.3%	-0.4	55	-2.5%	1%	0.3%	12%	6%	-10%	-6%
O=Nc1ccc(O)c2ncccc12	-0.2%	-0.7	74	1.7%	14%	0.2%[50 µM]	7%	-1%	12%	20%
CC1(C)CN=C(N(Cc2ccccc2)C(=O)Nc2ccccc2)S1	0.1%	0.8	55	-1.5%	3%	1.3%	-1%	5%	4%	-26%
Clc1ccc(-c2nc(-c3ccccn3)no2)cc1Cl	0.0%	1.7	50	4.1%	2%	0.2%	-40%	-17%	3%	-70%
Cc1cccc(C(=O)NCCc2nnc(SCC(=O)Nc3nc(C)cs3)n2C)c1	-0.2%	0.2	87	-4.5%	6%	0.4%	13%	8%	12%	-13%
COCCn1c(SCC#N)nnc1-c1ccc(OC)cc1	-0.3%	-0.5	26	-4.4%	-4%	1.0%	24%	8%	0%	-35%
COc1ccc(Br)cc1CNC(=O)C1CCCN(S(C)(=O)=O)C1 (stereo not drawn)	-0.2%	-0.9	39	-2.5%	11%	0.5%	22%	-5%	4%	-9%
CCOC(=O)CNC(=O)C(Cc1ccccc1)NS(=O)(=O)c1cccs1 (stereo not drawn)	0.3%	9.5	87	-0.2%	11%	0.2%	-17%	4%	12%	-11%
CCN1CCN(c2cc(C)c3cc(NC(=S)N(C)Cc4ccccc4)ccc3n2)CC1	0.6%	0.2	72	-5.5%	14%	0.0%	-7%	29%	13%	-1%
CC(=O)c1cccc(NC(=S)Nc2cccc3ccccc23)c1	-0.1%	1.6	75	5.3%	7%	-0.1%	-54%	4%	14%	-2%
COc1ccc(-c2cc3ccc(OC(C)C(=O)O)cc3oc2=O)cc1 (stereo not drawn)	0.8%	1.1	76	13%	5%	5.5%	-28%[20 µM]	8%	8%	4%
O=C(NCCSc1ccc(Br)cc1)c1ccccc1	-0.3%	5.2	30	-2.2%	8%	-0.3%	4%	-2%	-3%	-11%
COc1ccc(C(CCNC(C)c2ccccc2)c2ccc(F)cc2)cc1 (stereo not drawn)	?	7.8	63	-2.7%	1%	1.6%	26%	29%	11%	-39%
C=CCc1c(C)[nH]c(=O)[nH]c1=O	0.3%	-0.4	28	-4.2%	-7%	-0.5%	-24%	9%	1%	-29%
CC(c1ccccc1C(O)(c1ccccc1)c1ccccc1)N(C)C (stereo not drawn)	-0.4%	3.2	87	7.8%	3%	-0.1%	-55%	6%	-4%	-17%
CC1(C)C=Cc2c(c3ccccc3[nH]c2=O)O1	-0.3%	-0.3	39	-7.8%	7%	0.1%	-9%	-6%	-8%	-14%
O=C(Nn1cnnc1)c1ccccc1CCc1ccccc1	-0.2%	-0.7	38	4.7%	-1%	1.1%	14%	1%	-2%	-13%
CC(C)(C)c1cc(C(=O)NCc2ccccc2)ccn1	-0.3%	-0.5	94	0.3%	7%	-0.2%	29%	-4%	4%	4%
CN(C)C1=NC[C@H](Cc2ccccc2)N1CC1CCC(C(C)(C)C)CC1 (stereo partly drawn)	-0.2%	16	97	-3.4%	6%	0.5%	-34%[20 µM]	11%	-2%	-10%
COc1ccccc1NC(=S)N(Cc1cccnc1)Cc1ccco1	0.2%	2.1	67	2.6%	9%	0.1%	-5%	16%	5%	-7%
CCOC(=O)CN1C(=O)NC2(CCCc3ccccc32)C1=O (stereo not drawn)	0.5%	-0.3	57	-0.1%	7%	0.1%	-3%	1%	7%	-36%
